Glyco luc inh: increase of ERlucT glycosylation luciferase signal, primary screen, N-linked glycosylation inhibitor project, D54 ERlucT cells, luminescence, set 2 | reporter increase, % at 12.5 µM | D54 ERlucT glycosylation luciferase reporter, 24 h; percent of 100 nM tunicamycin response | 0.23% of 360,000 active;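 active = mean luciferase reporter signal, scaled so untreated is 0 and the glycosylation-blocking control 100, at or above a set limit in every replicate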;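 also: luciferase carries N-glycosylation sites so blocking glycosylation raises the light; 0% = median of neutral control wells and 100% = median of 100 nM tunicamycin wells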
ABCB6 inh 2: ABCB6 transporter inhibitors, primary screen, K562-ABCB6 cells, flow cytometry, MLPCN library; fluorescence ratio to DMSO, % at 10 µM; AID 602162, 2011; 0.19% of 360,000 active; K562-ABCB6 porphyrin accumulation, 1 h; active compounds read low;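 active = fluorescence ratio to DMSO below 75%, the collection mean minus 3 SD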;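 also: signal is porphyrin accumulated inside mitochondria; 100% equals median channel fluorescence of DMSO control wells; lower ratio means ABCB6 inhibition with less porphyrin fluorescence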
H9c2 protect: cardioprotection against H2O2-induced cell death, primary screen, uHTS, H9c2 cells, ATPLite luminescence; protection from H2O2 cell death, % at 20 µM; 0.63% of 360,000 active; H9c2 cardiomyocytes, H2O2 injury protection, 2 h;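 active = compounds giving at least 50% protection of heart cells from peroxide-induced death in the single-dose screen, raw or plate-pattern-corrected value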;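 also: 0% = DMSO wells with peroxide and 100% = DMSO wells without peroxide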
Exocytosis inh: LAMP-1 surface exposure blockers, TALL-104 cells – cell-based, flow cytometry, MLPCN library, primary screen; inhibition, % at 10 µM; 0.66% of 360,000 active; TALL-104 LAMP-1 surface exposure; cells stimulated with thapsigargin and PMA;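 active = inhibition above about 55%, limit read from the data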
HTR2A ag: mouse Htr2a agonists via beta-arrestin recruitment, primary screen, cell-based, luminescence. 5-hydroxytryptamine receptor 2A (Mus musculus), P35363. AID 624169, 2012. activation, % at 7.6 µM. CHO-K1 mHTR2A beta-arrestin complementation; percent of 30 µM serotonin response. 0.66% of 360,000 active;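 active = activation above a run cutoff, the mean activation of all tested compounds plus 3 SD, cut at about 14% in these data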;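 also: 0% = plate median of compound wells and 100% = 30 µM serotonin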
MC4R antagonist: MC4R antagonists of cAMP signaling, primary screen, cell-based, TR-FRET, antagonist arm of biased-ligand search; Melanocortin receptor 4 (Homo sapiens), P32245; MC4R-expressing cells, MTII-stimulated cAMP, LANCE TR-FRET; inhibition, % at 6.5 µM; 0.48% of 360,000 active; AID 540295, 2011;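 active = inhibition above its plate's cutoff, the mean of tested wells on that plate plus 3 SD, cut at about 29% in these data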;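 also: 0% = Melanotan II alone and 100% = Melanotan II plus saturating MCL0020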
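Assay system: U2OS cells stably expressing human melanocortin 4 receptor (MC4R) / Dosing: 6.5 µM / Timing: compound 30 min, challenge 1 h, detection 1 h / Measured by: Eu-cAMP/anti-cAMP TR-FRET, emission 671 nm / Replicates: singlicate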
CaV13 FRET inh: Disruptors of the CACNA1D IQ motif to Ca2+-dependent inactivation inhibitor domain association, primary screening, Förster resonance energy transfer in intact living …; HEK cells, CFP/YFP FRET ICDI-IQ, plate reader, 10 min; percent FRET-ratio fall versus neutral wells; inhibition, % at 12.3 µM; 0.098% of 340,000 active; AID 743397;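 active = mean replicate inhibition of at least 30% and at least 1% of replicates passing that level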;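 also: 0% = median of the neutral control wells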
PDI turbidity: inhibitors of human PDI, primary screen, biochemical, turbidity, single point, plate reader | Protein disulfide-isomerase (Homo sapiens), P07237 | PDI insulin aggregation turbidity, A650, 90 min | inhibition, % at 10 µM | 0.052% of 350,000 active | AID 588391, 2011;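 active = mean inhibition across replicates of 30% or more, whatever share of single replicates reach that level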;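 also: absorbance from insulin aggregation driven by PDI reduction with DTT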
ABHD5-PLIN5 inh: ABHD5-PLIN5 interaction inhibitors, primary screen, cell lysate, split luciferase complementation, luminescence | Perilipin-5 (Homo sapiens) + 1-acylglycerol-3-phosphate O-acyltransferase ABHD5 (Homo … | 0.78% of 360,000 active | inhibition, % at 4 µM | Split G. princeps luciferase complementation, 4 h;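 active = inhibition above the mean inhibition across every tested compound plus 3 SD, cut at about 22% in these data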;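 also: 0% = DMSO only wells and the 100% control is not disclosed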
Target sequence (Q00G26 whole entry, looked up): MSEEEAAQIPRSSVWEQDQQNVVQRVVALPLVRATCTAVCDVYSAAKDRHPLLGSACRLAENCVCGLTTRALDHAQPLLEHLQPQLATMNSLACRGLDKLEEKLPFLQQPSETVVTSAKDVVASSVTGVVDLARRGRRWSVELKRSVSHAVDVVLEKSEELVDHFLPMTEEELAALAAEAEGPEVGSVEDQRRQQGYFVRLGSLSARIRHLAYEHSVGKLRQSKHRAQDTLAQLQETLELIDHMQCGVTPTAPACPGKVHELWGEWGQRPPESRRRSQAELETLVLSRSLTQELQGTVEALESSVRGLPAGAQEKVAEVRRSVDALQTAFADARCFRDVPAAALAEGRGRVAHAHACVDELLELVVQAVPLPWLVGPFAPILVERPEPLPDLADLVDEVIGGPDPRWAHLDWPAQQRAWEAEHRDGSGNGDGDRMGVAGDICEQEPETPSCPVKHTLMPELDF
Target sequence (Q8WTS1 whole entry, looked up): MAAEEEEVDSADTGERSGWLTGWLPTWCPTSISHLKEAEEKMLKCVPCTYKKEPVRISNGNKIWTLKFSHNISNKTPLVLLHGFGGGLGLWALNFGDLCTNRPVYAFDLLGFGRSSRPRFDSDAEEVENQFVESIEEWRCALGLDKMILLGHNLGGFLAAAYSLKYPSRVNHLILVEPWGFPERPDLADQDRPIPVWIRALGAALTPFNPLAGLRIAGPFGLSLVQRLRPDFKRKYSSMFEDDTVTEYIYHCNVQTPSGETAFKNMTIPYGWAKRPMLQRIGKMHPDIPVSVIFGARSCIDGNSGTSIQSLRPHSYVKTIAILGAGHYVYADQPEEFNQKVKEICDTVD
MC4R ag barr: MC4R agonists recruiting beta-arrestin, primary screen, cell-based, luminescence, agonist arm of biased-ligand search. AID 540308, 2011. 0.98% of 360,000 active. activation, % at 8.9 µM. U2OS MC4R beta-arrestin complementation; percent of melanotan II response, DMSO zero. Melanocortin receptor 4 (Homo sapiens), P32245;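 active = activation above a per-plate cutoff, the mean activation of sample wells on that plate plus 3 SD, cut at about 8% in these data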
Active calls of the source: *; . = no result given.

Results follow in this order: Glyco luc inh	ABCB6 inh 2	H9c2 protect	Exocytosis inh	HTR2A ag	MC4R antagonist	CaV13 FRET inh	PDI turbidity	ABHD5-PLIN5 inh	MC4R ag barr
Cc1ccc(S(=O)(=O)NC2c3cccc4cccc(c34)C2Sc2nncn2C)cc1 (centres undefined)
→ 0	97	0	1	-1	5	-3	-14	4	-2.1
CCC(=O)c1ccc(OCC(O)CN2CCOCC2)cc1 (centres undefined)
→ 0	93	13	2	1	3	-1	5	6	-1.9
COc1ccc(C2CC(C(F)(F)F)n3ncc(C(=O)O)c3N2)cc1OC (centres undefined)
→ 0	102	3	1	-2	-3	-1	-6	1	-0.1
Cc1ccc(-n2nc(C(=O)O)cc2-c2ccccc2)cc1
→ 3	96	-1	0	0	-1	-5	4	-3	-1.4
CCN1C(=NCc2cc(OC)c(OC)c(OC)c2)N[C@@H](c2ccccc2)C(C(=O)OC)=C1C
→ 2	96	-4	5	-4	8	.	4	7	0.1
CCN1CCN(C(=O)CN2C(=O)COc3ccc(C)cc32)CC1
→ 3	101	-1	15	3	11	-3	-67	0	0.7
O=C(CS(=O)(=O)c1ccc(F)cc1)Nc1nnc(-c2ccccc2Cl)o1
→ 0	101	8	-11	-3	6	-3	6	1	-3.1
COc1ccc(-c2ccc(C(=O)NCCN3CCOCC3)c3occc23)c(C)c1
→ -5	98	-7	18	-15	-2	-4	0	0	-2.3
CCc1nnc(NC(=O)CSc2nc(-c3ccc(OC)cc3)ns2)s1
→ 3	94	-2	-5	2	8	-4	8	0	0.1
O=C(c1nn2c(C(F)(F)F)cc(-c3ccc(F)cc3)nc2c1Cl)N1CCOCC1
→ 2	93	-5	1	-2	5	.	-14	5	-0.6
Cc1cc(Cl)ccc1OCC(=O)OCC(=O)NC1CCS(=O)(=O)C1 (centres undefined)
→ 0	99	10	7	2	-3	-5	3	-4	-1.4
CCCNNC(=O)C(O)(c1ccccc1)c1ccccc1
→ -1	107	1	-4	4	-6	-1	14	7	4.4
C#CCOCCOCCOCCNc1nc(N2CCN(C(=O)[C@H]([C@@H](C)O)n3cc(CCCCN)nn3)CC2)nc(N2CCN(C(=O)[C@H](C)n3cc(CCC(=O)O)nn3)CC2)n1
→ 3	94	5	-3	1	7	-3	-10	-14	-0.1
NC(N)=Nc1nc2cc([N+](=O)[O-])ccc2o1
→ 2	96	-5	1	1	11	-6	-1	-2	-3.1
Cc1ccc(S(=O)(=O)N2CCC(C(=O)Nc3ccccc3N3CCCC3)CC2)c(C)c1
→ 4	96	-5	-1	0	12	-5	-5	-10	-1.8
CCCCS(=O)(=O)N1CCCC(C(=O)NCC2CCCO2)C1 (centres undefined)
→ 2	99	-1	3	-1	3	-4	10	-3	0.5
COc1ccc(/C=C/C(=O)Oc2ccc(/C=N/NC(=O)COc3c(C)cccc3C)cc2)cc1
→ -3	99	0	0	-1	14	-3	4	0	0.9
O=S(=O)(NCCN1CCCC1)c1ccc(Cl)cc1
→ 1	97	2	-2	-6	11	-5	1	15	-0.3
CCC(C(=O)Nc1ccc(C(=O)Nc2ccccc2C(=O)O)cc1)c1ccccc1 (centres undefined)
→ 3	95	0	0	6	-3	.	5	3	-1.4
Cc1nn(-c2cccc(C(=O)O)c2)c(C)c1[N+](=O)[O-]
→ 2	93	0	-5	0	6	-4	0	-7	-1.7
CCOc1ccc(C(=O)Nc2cc(OC)ccc2OC)cc1
→ 2	99	0	-3	0	0	.	0	4	-0.6
CCCCCCc1ccc(N2C[C@H](CCCCC)[C@@H](CC(=O)NCc3ccc(OC)cc3)C2=O)cc1
→ -3	97	-10	-5	3	0	-5	17	4	1.9
Cc1ccc(Cl)cc1NC(=O)Cn1cc(C(F)(F)F)cc(Cl)c1=O
→ 0	96	5	0	1	0	.	0	0	-0.2
Cc1cc(SCC(=O)OCC(=O)N2CCCC2=O)c(C)cc1Br
→ 1	101	0	6	9	3	-15	-15	6	0.3
O=C(CN1CCN(c2ccc(Cl)cc2[N+](=O)[O-])CC1)N1CCOCC1
→ 0	96	6	3	-1	13	-5	10	6	0.5
CCCNC(=O)COc1ccc(-c2nn(C)c(=O)c3ccccc23)cc1
→ -2	98	-8	5	1	1	-7	1	3	1.2
COc1ccc2cc(C(=O)N3CCN(C)CC3)[nH]c2c1
→ 1	97	3	-2	-5	-1	-2	-9	8	-1.4
COC(=O)[C@@H](NC(=O)N1CCC(Cc2ccccc2)CC1)C(C)C
→ -4	95	-5	10	0	-8	-3	11	-4	-1.4
CCCC(=O)OC1CCS(=O)(=O)c2sccc21 (centres undefined)
→ 0	104	2	-8	8	12	-6	-3	0	-2.0
CC(=O)C1=C(C)Nc2ncnn2C1c1ccc(F)cc1 (centres undefined)
→ 2	105	2	-23	3	-1	-22	-8	-3	-1.1
COc1ccc(C(=O)O/N=C2\CCCc3nonc32)cc1
→ 0	96	1	-9	3	3	-5	-9	-4	-1.4
CCC(C)(C)NC(=O)CN(C(=O)c1snc(C(N)=O)c1N)c1ccc(OC)c(OC)c1
→ 1	80	6	0	-5	2	-5	1	0	-0.5
O=C(Nc1ccc(S(=O)(=O)N2CCCC2)cc1)c1cccnc1
→ 0	98	2	1	-10	6	-5	3	-3	0.9
Cc1nc2ccccc2n1CC(=O)N/N=C\C=C\c1ccccc1
→ 2	93	-7	0	1	-5	2	11	-1	-1.7
CCN(CC)CCNC(=O)C1CCC(=O)N1CCc1ccccc1 (centres undefined)
→ 2	102	-5	-2	0	-2	.	-7	-7	-1.5
COc1ccc2[nH]c(C(=O)NCCCN3CCCC3=O)c(C)c2c1
→ 0	94	4	-8	3	-2	-7	-7	-1	-1.5
Cc1cccc(-n2c(CNC(=O)c3ccccc3)nnc2SCC(=O)Nc2nccs2)c1
→ 0	99	2	0	-5	6	-5	.	4	1.6
COc1ccc2ccc(=O)oc2c1CC(=O)C(C)C
→ 0	101	14	-5	-3	-1	.	.	-4	1.1
Cc1ccc(S(=O)(=O)N2CCOCC2)cc1C(=O)NCC1CCCO1 (centres undefined)
→ 3	91	-1	46	7	2	-6	5	0	-0.7
Cc1ccc(-c2nc3ccc(Cl)cn3c2Cc2ccccc2)cc1
→ -3	97	-12	0	1	4	-10	2	-1	-1.1
Cc1ccc(S(=O)(=O)N2CCOCC2)cc1NC(=O)CSc1nc(N)cc(N)n1
→ 1	100	3	1	1	10	-5	2	-14	-0.3
Cc1ccc(C(=O)CN2C(=O)C(C)Oc3ccccc32)cc1 (centres undefined)
→ 2	99	-1	-7	-7	9	3	-3	-6	-3.5
O=C(CNC(=O)OCc1ccccc1)NC1CCCCCCC1
→ -1	99	-1	0	1	8	-4	0	-6	-2.4
O=C(CSc1nnc(-c2cccs2)n1CC1CCCO1)c1cc2ccccc2o1 (centres undefined)
→ 0	98	1	5	-3	-6	.	-4	-5	-2.8
CCOC(=O)c1nc(C)n(-c2cc(OC)c(Cl)cc2Cl)n1
→ 2	100	3	-2	-2	4	-2	0	-2	0.3
CCOC(=O)C(C(=O)OCC)C(=O)c1cccc2ccc3ccccc3c12
→ 0	92	3	-2	-2	10	-7	-8	3	0.2
O=C(NNC(=O)c1ccc2nc[nH]c2c1)c1ccccc1
→ 1	99	5	-5	0	2	-3	2	-6	0.4
Cc1cc2c(cc(C(=O)OC(C(=O)NC3CCCCC3)C(C)C)n2C)o1 (centres undefined)
→ 0	96	-14	12	-3	3	-3	-1	2	-1.7
C[C@H]1CN([C@@H](C)CO)C(=O)c2cc(C#CC3CCCC3)cnc2O[C@H]1CN(C)C(=O)Cc1ccccn1
→ -1	100	-2	-4	4	9	-4	2	8	0.8
CCCCn1c(=O)[nH]c(=O)c2c1nc(-c1ccc(-c3ccccc3Br)o1)n2CCOC
→ 4	113	10	56*	-2	6	-5	-6	11	-0.2
C[C@H]1CN([C@@H](C)CO)C(=O)c2cc(-c3cccc(C#N)c3)cnc2O[C@H]1CN(C)C(=O)c1ccccn1
→ 2	96	5	-13	1	2	-6	7	7	-1.2
O=C(c1ccc(-n2cnnn2)cc1)N1CCOCC1
→ 1	102	-7	5	-3	-2	-8	1	-2	-1.8
COc1ccccc1C(=O)NCCSCc1ccccc1Cl
→ 1	103	-4	-3	0	-2	-2	-3	1	-0.6
CCN(CC)S(=O)(=O)c1ccc(N2CCOCC2)c(NC(=O)c2cc(=O)[nH]c3ccccc23)c1
→ 1	95	0	-5	0	11	4	2	-3	0.0
Cc1ccc2c(c1)C1CN(C)CCC1N2C(=O)COc1ccc(N(C)C(=O)c2ccccc2)cc1 (centres undefined)
→ -3	103	-3	0	-8	4	-6	0	3	-0.5
CN(CCc1ccccc1)C(=O)c1ccc(NC(=O)Cc2ccc(NC(=O)C3CCN(C(=O)C4CCCCC4)CC3)cc2)cc1
→ -1	102	-40	0	-8	12	-3	-8	-1	-1.5
CCN1CCN(c2cc(-c3ccccc3)nc3cc(-c4cccc(F)c4)nn23)CC1
→ -5	105	23	30	8	14	1	0	21	12*
CCOC(=O)N1CCN(C(=O)CSc2nnc(CNC(=O)c3c(F)cccc3Cl)o2)CC1
→ 3	93	9	-1	0	17	.	-1	6	-1.2
COc1cccc(CN2CCC(C(=O)N3CCN(c4ccccc4F)CC3)CC2)c1
→ 0	99	-1	0	0	2	-16	15	2	-0.6
O=C(CCC(=O)n1ncc2ccccc21)NCc1ccc(F)cc1
→ 0	99	10	-2	-1	2	-5	.	0	-1.6

Further compounds.
Results follow in this order: Glyco luc inh	ABCB6 inh 2	H9c2 protect	Exocytosis inh	HTR2A ag	MC4R antagonist	CaV13 FRET inh	PDI turbidity	ABHD5-PLIN5 inh	MC4R ag barr
Cc1cc(=O)oc2cc(OCc3ccc(S(=O)(=O)N4CCOCC4)cc3)ccc12
→ -3	96	-6	-1	-6	7	-8	6	5	0.3
O=C1C2C3C=CC(C3)C2C(=O)N1CN(Cc1ccccc1)CN1C(=O)C2C3C=CC(C3)C2C1=O (centres undefined)
→ 0	92	2	0	-5	8	-5	-5	9	-0.7
Cc1noc(C)c1C(=O)OCC(=O)Nc1c(F)cccc1F
→ 0	98	-2	2	-4	10	-4	2	-4	-0.8
Cc1ccccc1NC(=O)CN1C(=O)NC2(CCc3ccccc32)C1=O (centres undefined)
→ 1	100	4	18	-11	6	-2	-1	-3	-0.8
